Screening data from PubChem.
CHT PAM – human CHT allosteric activation; Q9GZV3; CHT-expressing cells, membrane potential dye, choline EC20; active compounds read high; LV-AA mutant CHT in HEK293 cells; B-score at 10 µM; actives 0.49% (n = 310,000); AID 488977;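 active = initial fluorescence not abnormally high and integrated response B-score, plate-corrected, over 3 SD above library mean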
Target sequence (Q9GZV3 whole entry, looked up): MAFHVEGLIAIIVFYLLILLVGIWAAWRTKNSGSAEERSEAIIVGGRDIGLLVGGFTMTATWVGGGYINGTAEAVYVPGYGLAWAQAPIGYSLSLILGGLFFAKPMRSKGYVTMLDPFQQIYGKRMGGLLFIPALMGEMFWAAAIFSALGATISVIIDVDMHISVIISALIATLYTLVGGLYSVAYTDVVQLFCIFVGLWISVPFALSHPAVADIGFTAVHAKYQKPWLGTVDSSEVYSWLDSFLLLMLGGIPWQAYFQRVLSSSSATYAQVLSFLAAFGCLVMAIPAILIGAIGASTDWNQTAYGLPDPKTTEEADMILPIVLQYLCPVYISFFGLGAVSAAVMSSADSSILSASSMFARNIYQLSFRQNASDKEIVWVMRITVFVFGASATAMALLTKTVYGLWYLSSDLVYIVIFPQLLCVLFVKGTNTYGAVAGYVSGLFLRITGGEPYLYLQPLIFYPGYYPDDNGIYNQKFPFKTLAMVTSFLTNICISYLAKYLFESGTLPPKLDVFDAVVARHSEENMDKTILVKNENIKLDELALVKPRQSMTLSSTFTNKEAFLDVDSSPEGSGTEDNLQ
OX1R antag – blocks the human orexin 1 receptor; actives 0.43% (n = 330,000); inhibition, % at 5 µM; CHO/OX1R cells, Fluo-8 calcium fluorescence, orexin A;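 active = inhibition above its plate's threshold, mean inhibition of all tested compounds on the plate plus 3 SD, cut at about 37% in these data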;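 also: 0% = orexin A challenge wells and 100% = SB-334867-A antagonist wells; not every result past the cut was called active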
Target sequence (O43613 whole entry, looked up): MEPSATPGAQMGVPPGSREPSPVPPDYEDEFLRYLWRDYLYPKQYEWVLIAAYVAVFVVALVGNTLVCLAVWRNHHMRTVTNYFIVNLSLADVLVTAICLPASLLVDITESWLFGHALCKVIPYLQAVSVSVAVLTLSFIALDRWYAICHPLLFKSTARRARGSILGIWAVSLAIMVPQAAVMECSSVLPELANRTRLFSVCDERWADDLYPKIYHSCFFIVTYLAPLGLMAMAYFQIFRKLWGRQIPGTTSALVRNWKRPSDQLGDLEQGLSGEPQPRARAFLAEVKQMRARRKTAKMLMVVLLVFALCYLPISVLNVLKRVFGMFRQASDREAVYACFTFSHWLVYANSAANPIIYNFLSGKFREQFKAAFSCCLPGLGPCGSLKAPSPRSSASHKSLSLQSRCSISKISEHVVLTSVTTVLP
* = called active by the depositor; i = inactive; · = not tested or not shown. Hits appear at their usual frequency (roughly 0.8% active in at least one column).

SMILES | CHT PAM | OX1R antag
CCN(CC(=O)Nc1ccc(NC(C)=O)cc1)C(=O)/C=C/c1cn(-c2ccccc2)nc1-c1ccc(F)cc1 | i | -12
O=S(=O)(c1cccc(-c2nc3n(n2)Cc2ccccc2-3)c1)N1CCCCC1 | i | -12
CCn1c(CSc2nc3ccccc3n2C)nc2ccccc21 | i | -34
Cc1cc(C)c2nc(NNC(=O)c3cc(=O)c4ccccc4o3)sc2c1 | i | -23
O=C(Nc1cccc2ccccc12)N1CCN(c2ccc(F)cc2)CC1 | i | -19
C/C(CC(=O)NC(C)(C)C)=N\NC(=O)c1ccco1 | i | -13
O=C(CNc1cccc([N+](=O)[O-])c1)N/N=C/c1ccc([N+](=O)[O-])o1 | i | 8
O=C(CN1CCN(S(=O)(=O)c2ccc(C(F)(F)F)cc2)CC1)N1CCNC1=O | · | -15
CC12CCC3c4ccc(O)cc4CCC3C1CCC2=O (configuration not stated) | i | -14
Cc1cnc(C(=O)Nc2cc(F)ccc2C)cn1 | i | -2
CC(=O)OC(C)[C@H]1CC[C@H]2[C@@H]3CC[C@H]4C[C@@H](OC(C)=O)CC[C@]4(C)C3=CC[C@]12C (some centres not stated) | i | -1
COc1ccc(OCCSc2ccc(S(=O)(=O)N3CCCC3)cn2)cc1 | · | 5
COC(=O)c1sc2ncn(-n3c(C)ccc3C)c(=O)c2c1C | i | -23
Cc1cc2cc(CN(Cc3ccc4c(c3)OCO4)Cc3nnnn3C3CCCC3)c(=O)[nH]c2cc1C | i | -19
COc1ccc(OC)c(CNC(=O)c2coc(=O)c3ccccc23)c1 | i | -27
CCOC(=O)C1CC(c2ccc(Cl)cc2)=NNC1=O (configuration not stated) | i | -19
CCCCNC(=O)CC1NCCNC1=O (configuration not stated) | i | -16
CCOC(=O)N1CCC(NC(=O)CCc2c(C)nc3nc(C)nn3c2C)CC1 | i | 8
O=C(O)c1cc(-c2ccc(N3CCOCC3)cc2)nn1-c1ccc(F)cc1 | i | 2
COCCNC(=O)c1ccc(NS(C)(=O)=O)cc1 | i | -10
COc1ccc([C@H]2[C@H](C(=O)C(C)(C)C)N3N=Cc4ccccc4C3[C@]23N=C(c2ccccc2)OC3=O)cc1 (some centres not stated) | i | -52
COc1ccc(CCN(C)C(=O)C2CC(=O)N(Cc3ccc(C)cc3)C2)cc1OC (configuration not stated) | · | -39
CCOC(=O)Cn1c(C)nc2ccccc21 | i | -11
OCCn1c(-c2ccc3c(c2)OCO3)csc1=Nc1ccccc1 | i | -3
c1cnc(N2CCN(c3cnccn3)CC2)nc1 | i | -10
CN(C(=O)CSc1nc(-c2ccccc2)c(-c2ccccc2)o1)C1CCS(=O)(=O)C1 (configuration not stated) | i | -26
Cc1cc(NC(=O)COC(=O)c2ccc(C)c(C)c2)no1 | · | -13
O=C1COc2ccc(S(=O)(=O)N3CCN(c4ccccc4F)CC3)cc2N1 | i | -10
CC(C)CC(NC(=O)C(Cc1ccc(OCc2ccccc2)cc1)NC(=O)OC(C)(C)C)C(N)=O (configuration not stated) | i | -23
CC(C)c1nnc(NC(=O)CCC(=O)N2CCN(c3ccccn3)CC2)s1 | i | 1
CCCCN(CC)CCNC(=O)c1cc2c(C)nc3ccccc3c2o1 | i | -10
Cc1ccccc1CSCCC(=O)NCCC1=CCCCC1 | i | -34
NS(=O)(=O)c1ccc(NC(=S)N2CCN(C(=O)C3CCCO3)CC2)cc1 (configuration not stated) | i | -7
Cc1ccc2c(c1)c1c3n2CCCN(Cc2ccccc2)C3CCC1 (configuration not stated) | i | -37
CCCCN1C(C)=CC(=C2C(=O)c3ccccc3C2=O)C=C1C | i | -21
Cc1cc(-c2nc(-c3ccncc3)no2)ccc1[N+](=O)[O-] | i | -27
CCOc1ccc(CN2CCC(Cc3ccccc3)CC2)cc1 | i | -6
Cc1cccc(NC(=O)CSCC(=O)NCc2cccc(C(F)(F)F)c2)c1 | i | -5
Cc1cc(=O)n2c(-c3ccccc3C)n[nH]c2n1 | i | -10
CN1C(=O)c2cccc(NC(=O)C3CCCCC3)c2C1=O | i | -8
c1ccc2oc(-c3csc(N4CCOCC4)n3)cc2c1 | i | -6
O=C(NCC1CCCO1)c1nc2c(nnn2Cc2ccc(F)cc2)c(=O)[nH]1 (configuration not stated) | i | -16
Nc1c(N2CCCCC2)c2ccccc2oc1=O | i | -14
COc1cc(NC(=O)CN2C(=O)c3ccccc3Sc3ccc(C(=O)N4CCOCC4)cc32)cc(OC)c1OC | i | -23
CCOc1ccccc1C(=O)Nc1cccc(-c2nnc(-c3ccccc3)o2)c1 | i | -36
Cc1cc(C(=O)OCC(=O)Nc2nc(-c3ccccc3)cs2)c(C)o1 | i | -9
Nc1cccc(-c2cc(-c3ccccc3)nc(-c3cccc(N)c3)n2)c1 | i | 2
COc1ccc(N2Cc3ccccc3C2=O)cc1 | i | -16
CC(=O)N1CC(C)Oc2ccc(S(=O)(=O)NC(CC(=O)O)c3ccccc3)cc21 (configuration not stated) | i | 0
C=CCn1c(O)c(C=Nc2ccccc2)sc1=S | i | -27
Cc1ccccc1OCC(=O)Nc1ccccc1N1CCCCC1 | i | -34
O=C(COC(=O)C1COc2ccccc2O1)Nc1cccc(Cl)c1 (configuration not stated) | · | -8
Clc1ccc(CN2CCC(c3nc4ccc(Cl)cc4[nH]3)CC2)cc1 | i | -26
COC(=O)c1ccc(NC(=O)CSc2nnc(CNc3ccc(F)cc3)n2C)cc1 | i | -10
COc1cccc(NC(=O)c2cccc(N3C(=O)C4C5C=CC(C5)C4C3=O)c2)c1 (configuration not stated) | i | -1
COc1ccc(NC(=O)CCCn2c(=O)oc3ccccc32)cc1Cl | i | -23
O=C(N/N=C/c1ccoc1)c1cc(O)cc(O)c1 | i | -2
CC(NC(=O)c1ccc(S(C)(=O)=O)cc1)c1cccc2ccccc12 (configuration not stated) | i | -20
COc1cc(NC(=O)CSc2nnc3c(n2)[nH]c2ccc(S(=O)(=O)NC(C)C)cc23)cc(OC)c1OC | i | 0
C=CCNC(=O)/C(=C\C=C\c1ccccc1)NC(=O)c1ccccc1Cl | i | -25
(next part)
SMILES | CHT PAM | OX1R antag
O=C1CCc2cc(S(=O)(=O)NCc3ccccc3Cl)cc3c2N1CC3 | i | -16
Cc1ccc(/C=N/N(Cc2ccccc2)c2ccccc2)o1 | i | -19
Cc1nnc(SCC(=O)NCc2ccc(Cl)cc2)[nH]c1=O | i | 7
CCN1CCN(CC(=O)c2ccc(C)cc2)CC1 | i | 6
CSc1ccc(CN(C)C(=O)C2CCN(C(=O)Nc3ccccc3)CC2)cc1 | · | 6
CCn1cc(CNC(=O)c2cc(Cl)ccc2OC)c(C)n1 | i | 5
COc1ccc(/C=C(\NC(=O)c2cccs2)C(=O)Nc2ccc(C)cc2)cc1OC | i | -10
COc1ccc(CCn2c(C3CCCCC3)nc3c(c(=O)c4ccccc4n3C)c2=O)cc1OC | i | -33
CCCCC(=O)NCCc1cc2c(OC)ccc(OC)c2[nH]c1=O | i | -17
Cc1cc(C)cc(NC(=O)COC(=O)CCCC2=NS(=O)(=O)c3ccccc3N2)c1 | i | -17
O=C1C2C3C=CC(C3)C2C(=O)N1/N=C/c1cc(Br)cc([N+](=O)[O-])c1O (configuration not stated) | i | -1
CCCc1nc2nc(C)c(NS(=O)(=O)c3ccc(CC(C)C)cc3)c(=O)n2[nH]1 | i | 6
Cc1onc(-c2ccccc2)c1-c1nnc(CN2CCN(S(=O)(=O)c3ccccc3)CC2)o1 | · | -20
Cc1cc(=O)oc2cc(OC(=O)c3ccccc3)ccc12 | i | -21
COc1ccc(N(CC(=O)NCCc2ccc(Cl)cc2)S(=O)(=O)c2c(C)[nH]c(=O)[nH]c2=O)cc1 | i | -12

Exported as tab-separated lines: entries from further up.
smiles	CHT PAM	OX1R antag
O=C(COC(=O)C1COc2ccccc2O1)Nc1cccc(Cl)c1 (configuration not stated)	·	-8
Clc1ccc(CN2CCC(c3nc4ccc(Cl)cc4[nH]3)CC2)cc1	i	-26
COC(=O)c1ccc(NC(=O)CSc2nnc(CNc3ccc(F)cc3)n2C)cc1	i	-10
COc1cccc(NC(=O)c2cccc(N3C(=O)C4C5C=CC(C5)C4C3=O)c2)c1 (configuration not stated)	i	-1
COc1ccc(NC(=O)CCCn2c(=O)oc3ccccc32)cc1Cl	i	-23
O=C(N/N=C/c1ccoc1)c1cc(O)cc(O)c1	i	-2
CC(NC(=O)c1ccc(S(C)(=O)=O)cc1)c1cccc2ccccc12 (configuration not stated)	i	-20
COc1cc(NC(=O)CSc2nnc3c(n2)[nH]c2ccc(S(=O)(=O)NC(C)C)cc23)cc(OC)c1OC	i	0
C=CCNC(=O)/C(=C\C=C\c1ccccc1)NC(=O)c1ccccc1Cl	i	-25
O=C1CCc2cc(S(=O)(=O)NCc3ccccc3Cl)cc3c2N1CC3	i	-16
Cc1ccc(/C=N/N(Cc2ccccc2)c2ccccc2)o1	i	-19
Cc1nnc(SCC(=O)NCc2ccc(Cl)cc2)[nH]c1=O	i	7
CCN1CCN(CC(=O)c2ccc(C)cc2)CC1	i	6
CSc1ccc(CN(C)C(=O)C2CCN(C(=O)Nc3ccccc3)CC2)cc1	·	6
CCn1cc(CNC(=O)c2cc(Cl)ccc2OC)c(C)n1	i	5
COc1ccc(/C=C(\NC(=O)c2cccs2)C(=O)Nc2ccc(C)cc2)cc1OC	i	-10
COc1ccc(CCn2c(C3CCCCC3)nc3c(c(=O)c4ccccc4n3C)c2=O)cc1OC	i	-33
CCCCC(=O)NCCc1cc2c(OC)ccc(OC)c2[nH]c1=O	i	-17
Cc1cc(C)cc(NC(=O)COC(=O)CCCC2=NS(=O)(=O)c3ccccc3N2)c1	i	-17
O=C1C2C3C=CC(C3)C2C(=O)N1/N=C/c1cc(Br)cc([N+](=O)[O-])c1O (configuration not stated)	i	-1
CCCc1nc2nc(C)c(NS(=O)(=O)c3ccc(CC(C)C)cc3)c(=O)n2[nH]1	i	6

(list continues)
SMILES | CHT PAM | OX1R antag
Cc1ccc2cc(CN(Cc3nnnn3C3CCCCC3)CC3CCCO3)c(=O)[nH]c2c1 (configuration not stated) | i | -18
CN1CCCN(C(=O)c2ccc(Cl)s2)CC1 | i | -3
CSCCC(NC(=O)COc1ccccc1)C(=O)NC1CCC(C)CC1 (configuration not stated) | i | -39
Cc1cc(C)c(C(=O)Nc2cccc(F)c2)c(Cl)n1 | i | 1
Cc1cc(NC(=O)C2CCCN2C(=O)Nc2cccc(Cl)c2)ccc1-n1cnnn1 (configuration not stated) | i | -27
COc1ccc(-c2noc(CCC(=O)N3CCN(c4ccc(Br)cc4)CC3)n2)cc1 | · | -26
COc1ccc2c(c1)c1nc3n(c(=O)c1n2CC(=O)Nc1ccccc1)CCCS3 | i | -20
CC(Nc1nc(N2CCN(S(C)(=O)=O)CC2)nc2ccccc12)c1ccccc1 (configuration not stated) | i | -28
CC(/C=C1\N=C(SCc2ccccc2Cl)SC1=O)=C\c1ccccc1 | i | -25
COc1cccc(NC(=S)NCc2cccs2)c1 | i | -1
CC1CCCC(C)N1/N=C/c1ccccc1C(=O)O (configuration not stated) | i | -9
c1ccc(N2CCCCC2)c(NC2=NCCC2)c1 | i | -7
CC1(C)NC(=O)N(CC(O)CN2CCCCC2)C1=O (configuration not stated) | i | -12
O=C(NCc1ccncc1)c1ccccc1Nc1ccc(SC(F)F)cc1 | i | -5
Nc1nnc(SCC(=O)Nc2cc(S(=O)(=O)N3CCOCC3)ccc2Cl)s1 | i | -7
CC(C)COc1ccc(C(=O)NC(CC(C)C)C(=O)O)cc1 (configuration not stated) | i | 5
COC(=O)c1ccc(C#Cc2ccccc2)o1 | i | 0
Cc1n[nH]c(C)c1CCC(=O)N/N=C/c1cccs1 | i | -7
CCOCCCNC(=O)c1cccs1 | i | -6
Cc1cc(-c2ccc(S(=O)(=O)N3CCc4ccccc4C3)s2)on1 | i | -22
Cc1ccc(N2C(=O)Nc3ccccc3C2(O)C(=O)N2CCN(c3ccccn3)CC2)cc1C (configuration not stated) | i | -19
Cc1ccc(C)c(OCc2cc(C(=O)NC3CCOC(C)(C)C3)no2)c1 (configuration not stated) | i | -17
Cc1csc2ncnc(NC3CCN(Cc4ccccc4)CC3)c12 | i | 23
CSCC[C@H](NC(=O)C1CCN(S(=O)(=O)c2ccccc2)CC1)C(=O)NC1CC1 | i | -19
O=C(NCC(=O)N(CC1CCCO1)C1(C(=O)NC2CCCCC2)CCCCC1)c1ccccc1 (configuration not stated) | i | -40
Cc1ncsc1CCOC(=O)C1C2CC3CC(C2)CC1C3 (configuration not stated) | i | -26
CCN(CC)C(=O)Cn1cc(SCC(=O)NCc2ccco2)c2ccccc21 | i | -20
COc1cc(CNn2cn[nH]c2=S)cc(Br)c1OCc1ccccc1F | i | -3
COc1cc(C(=O)NCc2ccc(-c3nc4ccccc4o3)cc2)cc(OC)c1OC | i | -14
COc1cc(OC)c2c(c1)O/C(=C\c1ccccc1)C2=O | i | 2
CCOC(=O)CC1=C(C(=O)OCC)C(c2ccc(OC)c(OC)c2)C(C#N)=C(N)O1 (configuration not stated) | i | -15
CCc1ccc(-c2cc(C)no2)cc1S(=O)(=O)NCc1ccco1 | i | -15
O=C(OCC(=O)N1CCCC1=O)C1CCN(S(=O)(=O)c2ccc(Cl)c(C(F)(F)F)c2)CC1 | · | -6
Cc1ccc(OCCOCCNC(C)(C)C)c([N+](=O)[O-])c1 | i | -20
CC(CCl)OC(C)CCl (configuration not stated) | · | 2
CCN1CCN(C(CNS(=O)(=O)c2cccs2)c2cccnc2)CC1 (configuration not stated) | i | 6
O=C(CN1CCCCCC1)Nc1ccccc1C(=O)Nc1ccccc1 | i | -13
COc1cccc(NC(=O)C(=O)c2cn(CC(=O)N3CCOCC3)c3ccccc23)c1 | i | -7
COc1ccccc1N1CCN(C(=O)C2CCC(Cn3c(=S)[nH]c4ccccc4c3=O)CC2)CC1 (configuration not stated) | i | -11
Cc1ccccc1CN1CCNC(=O)C1CC(=O)O (configuration not stated) | i | -13
CCN(CC(=O)Nc1c(F)cccc1F)C(=O)c1cc([N+](=O)[O-])ccc1N1CCCCC1 | i | -29

Part of the list above, reformatted:
> O=C(CN1CCCCCC1)Nc1ccccc1C(=O)Nc1ccccc1
  CHT PAM: i
  OX1R antag: -13

> COc1cccc(NC(=O)C(=O)c2cn(CC(=O)N3CCOCC3)c3ccccc23)c1
  CHT PAM: i
  OX1R antag: -7
